Source: PubChem BioAssay (several laboratories)
ABCB6 inh 2 = blocks the human ABCB6 transporter; AID 602162; K562-ABCB6 porphyrin accumulation, flow cytometry, 1 h; stronger effect = lower value; Q9NP58; hit rate 0.19% among 360,000; fluorescence ratio to DMSO, % at 10 µM;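 active = fluorescence ratio to DMSO below 75%, the collection mean minus 3 SD; inconclusive = too few cells collected in the well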;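 also: signal is porphyrin accumulated inside mitochondria; 100% equals median channel fluorescence of DMSO control wells; lower ratio means ABCB6 inhibition with less porphyrin fluorescence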
m5-HT2A agonist = activates the mouse 5-HT2A serotonin receptor; CHO-K1 mHTR2A beta-arrestin complementation, luminescence; percent of 30 µM serotonin response; P35363; hit rate 0.66% among 360,000; activation, % at 7.6 µM; AID 624169;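 active = activation above a run cutoff, the mean activation of all tested compounds plus 3 SD, cut at about 14% in these data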;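 also: 0% = plate median of compound wells and 100% = 30 µM serotonin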
MC4R ag barr = agonists of human melanocortin 4 receptor (MC4R) beta-arrestin | U2OS MC4R beta-arrestin complementation, luminescence; percent of melanotan II response, DMSO zero | activation, % at 8.9 µM | hit rate 0.98% among 360,000;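 active = activation above a per-plate cutoff, the mean activation of sample wells on that plate plus 3 SD, cut at about 8% in these data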
PDI inh = PDI (human) enzyme inhibition. inhibition, % at 10 µM. P07237. PDI insulin aggregation turbidity, A650, 90 min. hit rate 0.052% among 350,000;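 active = mean inhibition across replicates of 30% or more, whatever share of single replicates reach that level; inconclusive = mean inhibition below 30% while every single replicate reaches 30%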;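 also: absorbance from insulin aggregation driven by PDI reduction with DTT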
MC4R antag cAMP = blocks human MC4R cAMP signaling | P32245 | AID 540295 | inhibition, % at 6.5 µM | hit rate 0.48% among 360,000 | MC4R-expressing cells, MTII-stimulated cAMP, LANCE TR-FRET;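 active = inhibition above its plate's cutoff, the mean of tested wells on that plate plus 3 SD, cut at about 29% in these data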;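 also: 0% = Melanotan II alone and 100% = Melanotan II plus saturating MCL0020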
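Test system: U2OS cells stably expressing human melanocortin 4 receptor (MC4R); also added: Melanotan II challenge; compound: 6.5 µM single dose; timing: 30-min compound preincubation, 1-h Melanotan II challenge, 1-h detection, room temperature; signal: Eu-cAMP/anti-cAMP TR-FRET, emission 671 nm; repeats: one well per compound, no replicates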
Glyco luc inh = blocks N-linked glycosylation in D54 reporter cells; D54 ERlucT glycosylation luciferase reporter, 24 h; percent of 100 nM tunicamycin response; reporter increase, % at 12.5 µM; hit rate 0.23% among 360,000; AID 588692;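 active = mean luciferase reporter signal, scaled so untreated is 0 and the glycosylation-blocking control 100, at or above a set limit in every replicate; inconclusive = mean reaches the limit but not every replicate does; inactive = mean below the limit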;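 also: luciferase carries N-glycosylation sites so blocking glycosylation raises the light; 0% = median of neutral control wells and 100% = median of 100 nM tunicamycin wells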
ABHD5-PLIN5 inh = blocks binding of human ABHD5 to perilipin-5 | Q00G26+Q8WTS1 | AID 602281 | Split G. princeps luciferase complementation, luminescence, 4 h | inhibition, % at 4 µM | hit rate 0.78% among 360,000;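 active = inhibition above the mean inhibition across every tested compound plus 3 SD, cut at about 22% in these data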;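 also: 0% = DMSO only wells and the 100% control is not disclosed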
Granule exo inh = lytic granule exocytosis inhibition. inhibition, % at 10 µM. hit rate 0.66% among 360,000. TALL-104 LAMP-1 surface exposure, flow cytometry; cells stimulated with thapsigargin and PMA;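 active = inhibition above about 55%, limit read from the data; inconclusive = no clear call, values can overlap the other calls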
H9c2 protect = protects H9c2 cardiomyocytes from peroxide injury; H2O2 injury protection, ATPLite, 2 h; protection from H2O2 cell death, % at 20 µM; hit rate 0.63% among 360,000; AID 588492;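 active = compounds giving at least 50% protection of heart cells from peroxide-induced death in the single-dose screen, raw or plate-pattern-corrected value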;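 also: 0% = DMSO wells with peroxide and 100% = DMSO wells without peroxide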
CaV13 ICDI inh = Disruptors of the CACNA1D IQ motif to Ca2+-dependent inactivation inhibitor domain association, primary screening, Förster resonance energy transfer in intact living …; HEK cells, CFP/YFP FRET ICDI-IQ, plate reader, 10 min; percent FRET-ratio fall versus neutral wells; AID 743397; inhibition, % at 12.3 µM; hit rate 0.098% among 340,000;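 active = mean replicate inhibition of at least 30% and at least 1% of replicates passing that level; inconclusive = only one of the two criteria is met; inactive = neither criterion is met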;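 also: 0% = median of the neutral control wells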
An asterisk follows results filed as active; ? = inconclusive; . = not tested or not shown.

SMILES | ABCB6 inh 2 | m5-HT2A agonist | MC4R ag barr | PDI inh | MC4R antag cAMP | Glyco luc inh | ABHD5-PLIN5 inh | Granule exo inh | H9c2 protect | CaV13 ICDI inh
CCc1ccc(NC(=S)N(CCCN2CCOCC2)Cc2ccccn2)cc1 | 98 | -3 | -0.6 | 15 | -6 | 1 | 4 | -2 | 7 | -2
CC(C)(O)CN(CCCNC(=S)Nc1ccccc1)C(=S)Nc1ccccc1 | 91 | 0 | -0.9 | -6 | 1 | -3 | -3 | 6 | 4 | -6
O=C1CNC(=O)/C1=C\N1CCCCC1 | 106 | 2 | -1.7 | 9 | 6 | 5 | -3 | -2 | -2 | -11
C/C(=N\NC(=O)CSCc1ccc([N+](=O)[O-])cc1)c1cccc(Br)c1 | 94 | -5 | 0.5 | -11 | 8 | -1 | 4 | -5 | -10 | -14
COc1ccc(Cn2cccc(NC(=O)Nc3cccc(C#N)c3)c2=O)cc1 | 103 | -9 | -0.8 | -8 | 0 | . | 3 | -2 | 8 | .
CC(=O)c1ccc(N(CC(=O)NC2CCCCC2)C(=O)CNC(=O)c2cccs2)cc1 | 102 | 0 | 2.2 | 3 | 6 | 0 | -1 | -2 | -1 | -6
COc1ccc(-c2csc(Nc3cccnc3)n2)cc1OC | 83 | 2 | -0.1 | -5 | 3 | 0 | 6 | -3 | 11 | -5
COc1cccc(NC(=O)CNC(=O)c2ccc(F)cc2)c1 | 95 | -1 | -1.3 | 9 | 7 | 0 | 1 | -4 | 6 | .
Cn1ccc2c(-c3ccc(F)nc3)cc3c(c21)C1CCC3O1 (centres undefined) | 102 | 0 | . | . | . | 4 | -4 | -1 | 10 | .
CCc1ccc(NC(=S)N(CCN2CCOCC2)Cc2ccccc2F)cc1 | 102 | 1 | 1.5 | -2 | 7 | -1 | 0 | -1 | -2 | 5
NS(=O)(=O)c1ccc(-c2ccc(C=O)o2)cc1 | 97 | 5 | 1.5 | 13 | 1 | 0 | -5 | 0 | 3 | -8
CC1(NC(=O)NCCCCCCNC(=O)NC2(C)CCS(=O)(=O)C2)CCS(=O)(=O)C1 (centres undefined) | 96 | 7 | -1.0 | 7 | 0 | 3 | 9 | 5 | -2 | -3
CCn1c(SCC(=O)Nc2ccc(OC)c(OC)c2)nnc1-c1c[nH]c2ccccc12 | 94 | 1 | 0.4 | . | 4 | -1 | -5 | 0 | 16 | -3
Cc1cc(C(=O)N2CCCC(C(=O)c3cc(F)ccc3F)C2)c(C)o1 (centres undefined) | 92 | 1 | 0.0 | -4 | 4 | 2 | 2 | 8 | 0 | -5
COc1ccc(NC(=O)OCC(C)C)cc1OC | 98 | -5 | 0.8 | -1 | 10 | 3 | 9 | -3 | 6 | -4
CC(=O)c1ccc(N(C(=O)Cn2nnc3ccccc32)C(C(=O)NC2CCCCC2)c2cn(C)nc2C)cc1 (centres undefined) | 88 | -1 | -0.3 | 9 | 5 | 1 | -1 | 4 | 12 | -5
COc1ccc(NC(=O)CCS(=O)(=O)c2ccccc2)c(OC)c1 | 91 | 2 | -2.2 | -7 | 0 | 1 | -1 | 4 | 14 | -5
Cc1cccc(C)c1NC(=O)N1CCC(N2CCCCC2)CC1 | 101 | 6 | 0.0 | -6 | 3 | 1 | 5 | 2 | 11 | .
CS(=O)(=O)Nc1cccc2[nH]ncc12 | 101 | 1 | 0.6 | -6 | 9 | 0 | 3 | -1 | 3 | -2
Cc1nnc2ccc(-c3cccc(NS(=O)(=O)c4ccccc4[N+](=O)[O-])c3)nn12 | 88 | 5 | -1.6 | -4 | 14 | 4 | -6 | -1 | 32 | -2
Cc1ccc(NC(=O)COC(=O)c2ccc3c(c2)NC(=O)C2CCCN32)cc1 (centres undefined) | 100 | 1 | -1.7 | 1 | 1 | 0 | -22 | -7 | 19 | .
CC(=O)Nc1ccc(-c2csc(Nc3ccccn3)n2)cc1 | 95 | 1 | -2.9 | 2 | 10 | -8 | 8 | 3 | -4 | -2
CCOC(=O)c1c(NC(=O)Cn2nc(C(=O)O)c3ccccc3c2=O)sc2c1CCC(C)C2 (centres undefined) | 93 | 2 | 3.5 | -1 | 16 | 2 | -9 | 1 | 16 | -8
CN1CCN(C(=S)Nc2cccc(Cl)c2)CC1 | 97 | 0 | 0.2 | 0 | 0 | 0 | -5 | 0 | -3 | -4
O=C(CCNC(=O)c1ccc([N+](=O)[O-])cc1)NC1CCCCCC1 | 102 | 4 | -1.6 | -3 | 4 | 1 | 11 | 14 | -3 | -5
SMILES | ABCB6 inh 2 | m5-HT2A agonist | MC4R ag barr | PDI inh | MC4R antag cAMP | Glyco luc inh | ABHD5-PLIN5 inh | Granule exo inh | H9c2 protect | CaV13 ICDI inh
CCn1c(/C=C/c2ccccc2[N+](=O)[O-])nc2ccccc2c1=O | 104 | 0 | -0.3 | 4 | -8 | -2 | -2 | -3 | 4 | -7
O=C(CN1CCN(S(=O)(=O)N2CCOCC2)CC1)Nc1cc(Cl)ccc1Cl | 93 | 4 | -0.1 | -8 | 4 | -1 | 1 | -17 | 6 | -5
CN(Cc1cccs1)C(=O)C1CC(=O)N(Cc2ccccc2)C1 (centres undefined) | 101 | 3 | 0.5 | -1 | 17 | 1 | 14 | -2 | -3 | -2
O=C(CN1CCN(S(=O)(=O)c2ccc(Cl)c(Cl)c2)CC1)N1CCCCC1 | 106 | -4 | 0.5 | -6 | 2 | 0 | -9 | 6 | -12 | -3
O=C(NN1CCOCC1)c1cc(-c2ccncc2)nc2ccccc12 | 98 | 4 | -1.7 | 0 | 7 | 1 | 2 | 0 | -1 | -3
O=C(O)c1ccccc1NS(=O)(=O)c1ccc2ccccc2c1 | 98 | 1 | 2.7 | 1 | 6 | 1 | -10 | -2 | -1 | -3
O=C(O)CC1NC(=S)N(c2ccccc2)C1=O (centres undefined) | 105 | 1 | 0.2 | 5 | 1 | 2 | 4 | 0 | 7 | -2
Cc1ccc(CCN2CC(C(=O)NCCCN3CCOCC3)CC2=O)cc1 (centres undefined) | 101 | -4 | -2.6 | -7 | 5 | 2 | 1 | -3 | 0 | .
Cc1cc(C)cc(N(C(=O)c2ccccn2)C(C(=O)NC2CCCCC2)c2ccncc2)c1 (centres undefined) | 98 | 5 | 2.7 | 2 | -4 | -2 | 1 | ? | -1 | -3
C[C@H](NC(=O)c1nc[nH]c1C(=O)NCC(=O)OCc1ccccc1)c1ccccc1 | 91 | -6 | 2.0 | 18 | 20 | 1 | 2 | -12 | 84* | -16
O=C(CCN1CCCCCC1)c1ccccc1 | 95 | 2 | -1.1 | 20 | 11 | -2 | 1 | -4 | -27 | -4
O=C(NC(=S)Nc1ccc2[nH]c(=O)[nH]c2c1)c1ccccc1F | 98 | -2 | -3.4 | -38 | 5 | 3 | 3 | -4 | 11 | .
COc1ccc(N=C2S/C(=C\c3cc(C)n(C)c3C)C(=O)N2C)cc1 | 130 | -2 | -0.7 | -1 | 20 | -2 | 10 | 0 | 16 | .
O=C(Cc1ccccc1)N1CCC(c2nc(-c3ccc(F)cc3)no2)CC1 | 101 | -1 | 0.7 | 4 | 7 | 2 | -4 | -3 | -14 | -3
O=C(Nc1ccc2c(c1)OCCO2)C1CCC1 | 98 | -1 | -2.5 | -5 | 2 | 1 | 1 | -4 | 4 | -4
COc1ccc(/C=N/Nc2nc(NCc3ccco3)nc(Nc3ccc(OC)cc3)n2)cc1 | 98 | -10 | 1.7 | -10 | 15 | -1 | 2 | -4 | 1 | -2
COc1ccc(CNC(=O)CN2C(=O)CCSc3ccc(S(=O)(=O)N4CCCC4)cc32)cc1 | 102 | 6 | -1.1 | 13 | 6 | -1 | -5 | 10 | 3 | -3
O=C(COc1ccc2ccc(=O)oc2c1)Nc1cccc(S(=O)(=O)N2CCCCC2)c1 | 96 | -8 | -3.5 | 9 | 7 | -1 | 1 | 4 | -20 | -6
CCc1ccc(CN(C)C(=O)c2cc(S(=O)(=O)N3CCN(CC)CC3)ccc2Cl)cc1 | 96 | -19 | 0.2 | 8 | 1 | -2 | -4 | -2 | -9 | -6
C=CCc1cccc(/C=N/NC(=O)C(C)Nc2cccc(C)c2)c1O (centres undefined) | 94 | 0 | 6.0 | -18 | 18 | -8 | 1 | 1 | 35 | -3
COc1ccc(C)cc1NC(=O)c1cc(S(=O)(=O)N2CCOCC2)cn1C | 98 | -9 | -1.9 | . | 4 | 0 | 3 | -3 | 3 | -10
CN(Cc1ccccc1)c1cc(Cl)nc(N)n1 | 104 | 6 | -0.4 | -5 | 11 | 0 | 5 | 0 | -1 | 5
Cc1cccn2c(=O)c(/C=C(\C#N)C(=O)NC3CCS(=O)(=O)C3)c(N3CCC(C)CC3)nc12 (centres undefined) | 98 | 0 | -1.0 | 0 | 14 | 0 | 6 | 1 | 3 | 3
CCOc1ccc(S(=O)(=O)N2CCC(C(=O)NCCc3ccc(S(N)(=O)=O)cc3)CC2)cc1 | 99 | -5 | -0.6 | -2 | 15 | -1 | 3 | -4 | 0 | -19
CNc1nc(C)nc(-n2nc(C)cc2C)n1 | 88 | 3 | -0.2 | 5 | 5 | 2 | -6 | 2 | 4 | -5
SMILES | ABCB6 inh 2 | m5-HT2A agonist | MC4R ag barr | PDI inh | MC4R antag cAMP | Glyco luc inh | ABHD5-PLIN5 inh | Granule exo inh | H9c2 protect | CaV13 ICDI inh
COc1ccc(NC(=O)c2cc(Br)ccc2Cl)c([N+](=O)[O-])c1 | 94 | -1 | 11* | 1 | -1 | 0 | 4 | -3 | -5 | -7
Oc1[nH]c(=S)sc1C=C1N=c2ccccc2=N1 | 106 | -5 | -2.7 | -22 | -4 | 2 | 4 | 3 | 4 | -5
CCc1ccccc1N(C)S(=O)(=O)c1ccc(-c2cc(C)no2)s1 | 100 | -8 | -1.4 | 2 | -11 | 20 | -8 | 68* | -9 | -2
COc1ccc2c(c1)c1ccc3c(c1n2C)C(=O)C=CC3=O | 96 | -4 | -1.3 | 14 | 1 | 28* | 20 | -20 | -22 | -22
CN(CC(=O)Nc1ccc(N2CCOCC2)cc1)C(=O)c1ccc(CS(C)(=O)=O)cc1 | 90 | 4 | -0.6 | -4 | 1 | 1 | -2 | 16 | 3 | -6
COc1ccc(C2Oc3ccccc3C3=C2C(c2cccs2)n2ncnc2N3)cc1 (centres undefined) | 96 | 0 | 0.7 | -4 | -12 | 0 | 1 | -1 | 17 | -4
CCOC(=O)N1CCN(C(=O)CN(c2cccc(C(F)(F)F)c2)S(C)(=O)=O)CC1 | 100 | -4 | 2.5 | -2 | 4 | 1 | -2 | -5 | 26 | -5
Cn1c(=O)c2c(SCC(=O)N3CCOCC3)nc(-c3ccccc3Cl)nc2n(C)c1=O | 99 | 7 | -1.6 | 5 | -1 | -2 | 1 | -7 | 16 | -6
O=c1c2ccccc2[nH]c(=S)n1-c1cccc(S(=O)(=O)N2CCCC2)c1 | 94 | 0 | -2.9 | -4 | -3 | 0 | 3 | -4 | -9 | 4
